miR122 inh: inhibitors of miR-122 in Huh7 cells; Huh7 miR-122 Renilla luciferase sensor, 48 h; neutral wells = 0, positive control = 100; activation (reporter increase), % at 12.5 µM; 0.3% of 340,000 active; AID 602342;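 active means mean replicate activation score at least 90 and every replicate individually at or above 90; inconclusive means only one of the two criteria met; inactive means neither criterion met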;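 further: higher luciferase means less miR-122 activity so hits act as miR-122 inhibitors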
FN deposition inh: fibronectin deposition inhibition; AH1F fibroblasts, Alexa488-fibronectin deposition fluorescence, overnight; inhibition, % at 12.6 µM; 0.086% of 350,000 active; AID 743247;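 active means mean inhibition across replicates of 30% or more, regardless of how many single replicates reach that level; inconclusive means mean under 30% yet at least half of replicates reach 30%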;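 further: positive control wells lacked labelled fibronectin entirely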
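Assay system: AH1F fibroblast monolayer, labelled fibronectin deposition. Amount: 10000 cells per well. Also added: labelled fibronectin 24 nM. Compound: single-point pinned compound. Incubation: cell attachment 1 h, compound and FN exposure overnight. Detection: fluorescence after three HBSS washes, excitation 485 nm, emission 525 nm. Read-out: inhibition of fibronectin deposition signal.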
EWS-Fli inh: blocks EWS/Fli oncoprotein-driven transcription. A673 NR0B1-luciferase reporter, viability-normalised. 0.67% of 350,000 active. AID 651661. inhibition, % at 12.6 µM;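 active means mean inhibition of at least 50% after viability correction, with every replicate also passing that limit; inconclusive means mean reaches 50% but only one of two replicates passes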;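 further: firefly luciferase signal divided by Alamar Blue viability fluorescence both relative to DMSO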
CFTR F508del cor: CFTR F508del correction in bronchial cells; activity (quench increase), % at 7.58 µM; CFBE cells, YFP halide quenching; stimulated with forskolin plus potentiator P3; % fluorescence drop versus neutral controls; 0.36% of 350,000 active; AID 720511;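 active means mean added fluorescence quench of at least 8% versus neutral control, with both replicates also reaching 8%; inconclusive means only one of the mean or replicate conditions met; inactive means mean below 8% and not both replicates reaching 8%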;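 further: cells transiently co-express mutant CFTR-F508del with the halide-sensitive YFP; corrector assay measuring rescue of mutant channel to the surface after 24 h compound exposure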
PAX8 reporter: PAX8 transcriptional activity inhibition. RMG-I TPO-luciferase reporter, SteadyGlo, 24 h. inhibition, % at 12.6 µM. 1.2% of 360,000 active. AID 652154;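 active means mean replicate inhibition at least 60% with every replicate also reaching 60%; inconclusive means only one of the two criteria is met; inactive means mean below 60% and not all replicates reaching 60%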;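 further: luciferase light reporting Pax8 driven TPO promoter activity; plate controls were median of neutral control wells for no effect and mitoxantrone controls for full effect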
DENV2 CPE: protects cells from dengue virus 2 cytopathic effect. DENV2-infected cells, cytopathic effect rescue, plate reader. CPE inhibition, % at 9.99 µM. 1.7% of 350,000 active. AID 651640; in the data active means CPE inhibition above about 20%, passing the limit was not always enough; inconclusive means no clear call, values can overlap the other calls; tested in BHK-21 cells;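 further: 0% = median of neutral control wells and 100% = median of positive control wells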
GSIS activator: GLuc luminescence reporter in INS-1E cells, primary screen for activators of glucose-dependent secretion of insulin; INS-1E GLuc reporter insulin secretion, 2-3 h; activation, % at 16.6 µM; 0.61% of 370,000 active;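 active means lowest replicate activation of at least 40%, so every replicate reaches that level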;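 further: 0% = median of neutral control wells and 100% = median of IBMX positive control wells; some compounds called inactive have numbers as strong as hits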
The depositor's hits bear a star; u = inconclusive; x = not tested or not shown; [ ] = dose if it differs, or a comment.

SMILES | miR122 inh | FN deposition inh | EWS-Fli inh | CFTR F508del cor | PAX8 reporter | DENV2 CPE | GSIS activator
COC(=O)[C@@]12CCCCN1[C@H](c1ccc(-c3ccc(F)cc3)c(OC)c1)[C@@H]1C(=O)N(C)C(=O)[C@@H]12 | x | -17.3 | -2.6 | -3.0 | 26.8 | -6.4 | -35.9
COc1cc(Cl)ccc1OCc1cc(C(=O)N2C[C@H]3CC[C@H]2C3)no1 | x | 5.8 | -119.0 | -2.1 | -252.5 | -0.9 | -5.7
O=C(NCCc1nccs1)C1CCC(=O)N(Cc2cccc(C(F)(F)F)c2)C1 (stereo not given) | x | 11.4 | 7.9 | -3.1 | -7.8 | 8.1 | -5.3
C[C@@H]1CN([C@H](C)CO)C(=O)Cc2cc(NC(=O)Nc3ccc4c(c3)OCO4)ccc2O[C@H]1CN(C)C(=O)Nc1ccc2c(c1)OCO2 | -13.9[16.7 µM] | x | -15.8 | -1.9 | -5.7 | -4.0 | 10.4
COc1ccccc1Cn1c(=O)c2ccccc2n2c(SCc3csc(C)n3)nnc12 | x | x | -7.2 | 0.6 | x | 8.8 | -2.5
CCCCCCCCN1C(=O)[C@@H](CC(=O)NCc2cccs2)C[C@@]2(C(=O)OC)C1=C[C@H](C1CCCC1)O[C@@H]2C | x | -1.9 | 6.9 | 2.4 | 27.1 | 2.4 | -13.5
C[C@@H]1CCCCO[C@@H](CN(C)C)[C@@H](C)CN([C@H](C)CO)C(=O)c2cc(NC(=O)CCC(F)(F)F)ccc2O1 | 8.5[16.7 µM] | x | -1.1 | 0.0 | -11.7 | 4.8 | 23.5
COc1ccccc1CCNC(=O)C(=O)NCC1OCCN1S(=O)(=O)c1cc(F)ccc1F (stereo not given) | -2.3 | 2.1 | 0.3 | -6.1 | 0.3 | u | x
Cc1ccc(S(=O)(=O)N(C)C[C@H]2Oc3c(NC(=O)Nc4ccccc4)cccc3C(=O)N([C@H](C)CO)C[C@H]2C)cc1 | -0.2[16.7 µM] | x | 22.5 | -2.2 | 16.7 | -2.9 | -14.0
CCCOc1ccc2cc(-c3ccccn3)c(=O)oc2c1 | 14.9 | -4.4 | 77.2* | 1.5 | 73.8* | 0.6 | -8.9
CCc1ccc(N=C2NC(=O)CS2)cc1 | 0.3 | -1.4 | -2.7 | -0.4 | 18.4 | 2.0 | -1.6
COc1cc(C)c(CN2CCCCC2CO)cc1C (stereo not given) | -1.0 | -8.3 | x | x | x | x | 8.0
CCOC(=O)c1c(NC(=S)N2CCN(C)CC2)sc2c1CCN(C(=O)OCC)C2 | 2.4 | -5.0 | -0.3 | -4.0 | 5.7 | -7.9 | -1.7
Cc1ccccc1NC(=O)NC1(C(=O)N2CCN(C)CC2)CCCCC1 | x | 6.9 | -0.9 | 1.3 | -3.7 | 9.1 | -4.0
O=C(OCc1nnc(-c2ccccc2)o1)c1ccc(Cl)cc1 | x | -6.4 | x | x | 10.7 | x | -8.6
COc1ccc(/C(C)=N/N=C2/NC(=O)CC(C(=O)O)S2)cc1 (stereo not given) | x | -2.8 | x | x | -7.8 | x | 23.9
CN(C)c1ccc(-c2nnc(SCC3CCCO3)n2C)cc1 (stereo not given) | 5.5 | 8.6 | -55.9 | -2.8 | -99.4 | 5.5 | 14.6
COc1ccccc1N1CCN(/N=C\c2ccc(C)o2)CC1 | -8.4 | 1.9 | x | x | -149.4 | x | x
COC(=O)[C@@H]1[C@@H](CO)[C@@H]2Cn3c(ccc(-c4ccccc4F)c3=O)[C@@H]2N1Cc1ccncc1 | x | x | 5.0 | x | -22.3 | -2.8 | 2.7
NC(=S)NN=Cc1nccc2c(N)cccc12 | -12.5 | 3.9 | -5.3 | 12.6* | -9.7 | 2.7 | -3.0
Cc1noc(C)c1NC(=O)Nc1cccc2c1O[C@@H](CN(C)C(=O)Nc1cccc3ccccc13)[C@H](C)CN([C@H](C)CO)C2=O | -23.3[16.7 µM] | x | -4.5 | -3.2 | 5.3 | -0.3 | -0.3
CCOC(=O)C1CCCN(C(=O)Cc2c(F)cccc2Cl)C1 (stereo not given) | x | x | -1.2 | -1.6 | x | x | 9.5
Cc1cc(C)c(NC(=S)N(C)C)cc1C | x | -1.7 | 7.1 | -3.7 | -27.3 | -3.6 | x
CC(/C=C/C=C/c1ccccc1)=N\NC(=O)c1cccnc1 | x | -7.3 | 5.4 | 3.8 | -4.2 | -1.2 | 10.8
CCOC(=O)C1CCN(C(=O)NS(=O)(=O)c2ccc(C)cc2)CC1 | -10.1 | 6.6 | -2.8 | -1.2 | 0.4 | -0.5 | 12.7

Full records, looked up by structure.
Results for `COc1ccccc1Cn1c(=O)c2ccccc2n2c(SCc3csc(C)n3)nnc12` = miR122 inh: x; FN deposition inh: x; EWS-Fli inh: -7.2; CFTR F508del cor: 0.6; PAX8 reporter: x; DENV2 CPE: 8.8; GSIS activator: -2.5
Results for `COc1ccccc1CCNC(=O)C(=O)NCC1OCCN1S(=O)(=O)c1cc(F)ccc1F` (stereo not given) = miR122 inh: -2.3; FN deposition inh: 2.1; EWS-Fli inh: 0.3; CFTR F508del cor: -6.1; PAX8 reporter: 0.3; DENV2 CPE: u; GSIS activator: x

The list continues.
SMILES | miR122 inh | FN deposition inh | EWS-Fli inh | CFTR F508del cor | PAX8 reporter | DENV2 CPE | GSIS activator
COc1ccc(CCN2CC(C(=O)Nc3cc(S(C)(=O)=O)ccc3Cl)CC2=O)cc1OC (stereo not given) | -3.3 | 4.6 | -5.6 | 0.2 | 7.1 | -2.6 | 15.2
CC(=O)c1cccc(NC(=O)NCc2ccc3c(c2)OCO3)c1 | x | 0.8 | -0.9 | -2.9 | -14.2 | -6.3 | 17.4
COc1ccc(NC(=O)Nc2ccc3c(c2)C(=O)N([C@@H](C)CO)C[C@@H](C)[C@H](CN(C)Cc2ccncc2)O3)cc1 | 3.3[16.7 µM] | x | -0.1 | -2.0 | -4.1 | -1.6 | -0.5
CC(C)CC#Cc1ccc2c(c1)O[C@H](CN(C)C(=O)NC(C)C)[C@@H](C)CN([C@@H](C)CO)S2(=O)=O | 47.0[16.7 µM] | x | 5.9 | -1.7 | x | 5.1 | -0.7
CN(C)CCCNC(=O)c1cc(C(=O)c2cccc(Cl)c2Cl)c[nH]1 | -1.5 | 10.6 | 3.8 | 2.0 | 4.8 | 3.5 | -1.8
CCc1[nH]nc(C(=O)N2CCCC(CCC(=O)N3CCN(c4ccccn4)CC3)C2)c1C (stereo not given) | -1.9 | -2.0 | -4.3 | -0.3 | -1.5 | -1.8 | 1.9
CC1(C)CSC(=NCCc2ccccc2)N1 | 1.7 | -5.7 | -10.5 | 0.1 | -15.6 | 12.0 | 19.7
O=[N+]([O-])c1ccc(Nc2ccccc2O)c([N+](=O)[O-])c1 | 6.3 | -14.0 | -11.6 | 0.2 | -19.0 | -5.8 | -26.7
O=C(Nc1ccc(O)cc1)c1ccc(NC(=O)c2cccs2)cc1 | 2.2 | 3.6 | -16.9 | 1.2 | -129.0 | 13.4 | 19.4
CN1C(=O)c2cc(NC(=O)c3ccc(Cl)cc3)ccc2OC[C@H]2O[C@@H](CC(=O)NCc3cccc(F)c3)CC[C@@H]21 | 0.0[16.7 µM] | 13.5 | 6.2 | -0.5 | 16.8 | -11.3 | -14.6
O=C(CN1CCN(C(=O)C2CCN(C(=O)/C=C/c3ccccc3)CC2)CC1)Nc1ccccc1Cl | 2.2 | -6.3 | -25.2 | 1.8 | -56.6 | 5.7 | 6.1
O=S1(=O)N[C@@H](Cc2ccccc2)COc2cccc(N3CCCC3)c21 | x | -8.6 | -3.5 | -4.4 | 5.6 | u | -3.1
CCN(CC(=O)NCc1ccc(F)cc1)C(=O)C1CCN(S(=O)(=O)c2ccc(C(C)C)cc2)CC1 | 4.8 | -6.2 | 6.2 | 2.4 | -1.0 | 4.7 | -23.1
CC(=O)Nc1ccc2c(c1)C(=O)N(C)[C@H]1CC[C@@H](CC(=O)NCC3CC3)O[C@H]1CO2 | 4.2[16.7 µM] | -10.5 | -4.9 | 0.2 | 3.2 | 6.2 | -0.6
CC(C)C#Cc1cnc2c(c1)C(=O)N([C@H](C)CO)C[C@H](C)[C@@H](CN(C)C(=O)C1CCC1)O2 | 1.9[16.7 µM] | -11.0 | 7.7 | 0.1 | x | -4.3 | -15.6
CCCNC(=O)C[C@@H]1CC[C@H]2[C@@H](COc3ccc(NC(=O)Nc4ccccc4)cc3C(=O)N2C)O1 | -12.5[16.7 µM] | x | 6.5 | 0.4 | 8.2 | -1.6 | 1.2
Cc1ccc(C)c(S(=O)(=O)NCc2ccc(C(=O)N3CCCCC3C)cc2)c1 (stereo not given) | -4.9 | 7.8 | x | x | x | x | -16.9
CN(/N=C/c1ccc(Cl)cc1Cl)c1ncc(Cl)cc1C(F)(F)F | -12.9 | 3.8 | 0.5 | 0.4 | 3.1 | 0.4 | 11.6
O=[N+]([O-])c1ccc(Oc2ccc(C(F)(F)F)cn2)cc1 | x | -6.4 | -4.7 | -3.4 | -20.7 | -5.8 | 6.5
CC1=C(C(=O)OCc2ccccc2)C(c2cccc([N+](=O)[O-])c2)NC(=O)N1CCCCCC(=O)O (stereo not given) | x | -0.8 | 1.9 | 2.9 | 5.0 | -12.6 | -15.4
O=C(Nc1cccnc1)c1ccc(-c2ccc(Cl)cc2)o1 | x | -23.0 | -17.9 | 0.0 | -18.4 | -6.3 | 4.5
CCOC(=O)[C@]12CCC=C1N(CCC1=CCCCC1)C(=O)[C@H](CC(=O)N1CCCC1)C2 | x | x | 1.3 | 0.6 | -0.6 | u | -16.9
COC(=O)C[C@H]1CC[C@H](NC(=O)Cc2ccccc2)[C@@H](CO)O1 | x | -1.6 | -9.7 | -0.9 | -2.5 | -8.0 | 15.6
O=C(CSc1nc2ccccc2c(=O)[nH]1)c1ccc(O)c(O)c1 | 2.2 | x | 17.9 | 0.9 | x | 5.6 | 0.1
O=C(NCc1ccc(Cl)cc1)c1ccc(S(=O)(=O)N2CCCCC2)cc1 | -2.4 | -8.6 | 16.8 | -4.2 | -2.3 | 9.0 | 2.4
Next section:
SMILES | miR122 inh | FN deposition inh | EWS-Fli inh | CFTR F508del cor | PAX8 reporter | DENV2 CPE | GSIS activator
C=CCOC(=O)C1=C[C@H](c2ccc3c(c2)OCO3)C[C@H](OCCCCO)O1 | -0.4 | 1.2 | -10.8 | 3.3 | -5.4 | x | -16.7
Cc1ccc(S(=O)(=O)N2C[C@H]3C(=O)C[C@@H](c4ccccc4)N(S(=O)(=O)c4ccccc4C)[C@H]3C[C@H]2c2ccccc2)cc1 | 1.6 | -4.4 | 3.9 | 1.3 | 28.8 | 4.2 | x
C[C@H](O)C#Cc1ccc([C@H]2[C@@H](CO)N3CCCCN(C(=O)c4cccc(F)c4)C[C@H]23)cc1 | 5.0[16.7 µM] | x | -6.2 | -3.1 | -1.0 | -6.2 | 1.9
COc1cccc(-c2ccc([C@H]3[C@@H](C#N)N(C(=O)c4ccccn4)[C@@H]3CO)cc2)c1 | x | -4.3 | -52.1 | -3.5 | -76.6 | 13.1 | 2.5
CCC1=C2CC[C@H]3C(=O)N(c4ccccc4)C(=O)[C@H]3[C@H]2[C@@]2(C)C(=NCC(=O)OC)OC(=O)N2C1=O | -2.8 | 0.2 | -7.7 | -0.1 | -0.9 | -7.4 | 13.3
COc1ccc(N=NC2=C(O)CC(C)(C)CC2=O)c(OC)c1 | -10.5 | 2.8 | x | x | -10.8 | x | x
Cn1c(SCC(=O)c2ccccc2)nnc1-c1ccccn1 | -0.7 | 0.6 | -97.5 | -1.6 | 89.5* | 12.6 | 9.5
CN(C)CC(=O)N[C@H]1C=C[C@H](CC(=O)NCCN2CCCCC2)O[C@H]1CO | x | 4.6 | -6.3 | 1.7 | -2.4 | -8.8 | 5.1

High-throughput results from PubChem.
